Screening results: PubChem, several laboratories
INS promoter inh: TRM-6 insulin promoter activity inhibition | TRM-6 cells (human fetal islet line), insulin promoter-eGFP reporter, imaging; reporter expression induced with tamoxifen | inhibition, % at 2 µM | 0.9% of 130,000 active;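 active = inhibition above the mean plus 3 SD, with well images judged a real hit on visual review, cut at about 60% in these data, passing the limit was not always enough; inconclusive = inhibition over the cutoff but images rejected on review; inactive = inhibition not above the cutoff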
SDO1 yeast rescue: compounds rescuing growth of sdo1-depleted yeast, bone marrow failure model | S. cerevisiae sdo1-depleted JHY4D growth rescue, OD600 30 h; stronger effect = higher value; pdr5 snq2 efflux-pump mutant strain | z-score at 10 µM | 0.21% of 140,000 active | AID 817;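 active = z-score above 3 at both the 24 hr and the 30 hr optical density reads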;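 also: z-score against mean and SD of all compound wells on the same plate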
SDO1 yeast rescue Rescue 24 h: further read-out of SDO1 yeast rescue, marked with its call; z-score; S. cerevisiae sdo1-depleted JHY4D growth rescue, OD600; measured here: growth rescue at 24 h;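 0 is the plate mean of compound wells and units are plate SD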
The depositor's hits bear a star; ? = inconclusive; . = not tested or not shown.

Below each SMILES – INS promoter inh, SDO1 yeast rescue, SDO1 yeast rescue Rescue 24 h
COC(=O)[C@@]1(Cc2ccc(OC)cc2)[C@H]2c3cc(C(=O)N4CCCC4)n(Cc4ccc(OC)c(OC)c4)c3C[C@H]2CN1C(=O)c1ccccc1
  -10.0, 0.07, 0.03
O=C(CSc1nnc(CNc2ccc(F)cc2)o1)OC1CCCCC1
  -37.8, -0.37, -0.41
Cc1cc(N2CCN(c3ccccc3)CC2)n2c(n1)nc1ccccc12
  -13.9, -0.48, -0.65
COC(=O)c1ccccc1NC(=O)CSc1nnc(-c2ccc(C)cc2)o1
  68.8, -0.05, 0.76
CCOC(=O)Cc1cn2c(=O)cc(CSCC(=O)Nc3ccc(C)c(C)c3)nc2s1
  -34.6, 0.39, 0.32
Cc1cc(NC(=O)Cn2nc(C(F)(F)F)c3c2CCCC3)no1
  12.5, 0.47, 0.07
O=C(CSc1ccc(-c2ccc(F)cc2)nn1)N1CCCCC1
  ., -0.14, -0.86
S=C(c1ccc(-c2cccc(Cl)c2)o1)N1CCCCC1
  14.3, ., .
Cc1cccc(-n2nnc(C(=O)NCc3ccc4c(c3)OCO4)c2N)c1
  ., 1.29, 2.99
c1ccc(-c2noc(-c3ccc4ccccc4c3)n2)cc1
  -90.9, 0.45, 1.59
Cc1ccccc1NC(=O)C(=O)NCCCN1CCOCC1
  -40.7, ., .
CCC/C=N/NC(=O)c1cc(Br)ccc1O
  -266.7, 0.45, -0.15
Cc1cc2ccccc2c(=O)n1CC(=O)NCC(=O)N1CCN(c2ccccc2F)CC1
  -50.0, -0.39, -1.04
O=C(NCCc1ccccc1)C1CCN(S(=O)(=O)c2cccnc2)CC1
  ., 0.78, 1.01
Cc1c(C(=O)N2CCCC2)oc2c1-c1[nH]ncc1CC2
  -25.0, 0.71, -0.58
CCCc1ncc(C(O)c2ccc(OC)cc2)n1C (stereo unspecified)
  21.2, 0.57, -0.52
CCOC(=O)c1cc(-c2ccc(C#N)cc2)nc2c1c(C)nn2CCC#N
  -30.0, -1.1, -0.75
Cc1ccc(OCC(=O)Nc2cc(C(=O)O)cc(C(=O)O)c2)cc1C
  -53.3, ., .
CCC(=O)N1CCc2cc(S(=O)(=O)NCCC(=O)Nc3ccccc3C)ccc21
  ., 0.48, 0.02
COc1ccc(CNC(=O)c2cc(-c3cccs3)on2)cc1
  ., -2.04, -1.16
COC(=O)[C@@]1(Cc2ccc(OC)cc2)[C@H]2c3cc(C(=O)N4CCCC4)n(CCc4c[nH]c5ccc(O)cc45)c3C[C@H]2CN1C(=O)c1ccccc1
  15.0, 0.58, 0.31
CC(=O)NC1=NN(C(C)=O)C(C)(c2ccco2)S1 (stereo unspecified)
  50.0, ., .
O=[N+]([O-])c1c(NCc2ccccc2)cc(N2CCc3ccccc3C2)c2nonc12
  ., 0.15, 0.28
CC(C)COc1ccc(CSCCNC(=S)Nc2ccccc2)cc1
  ., -0.71, 0.11
O=C(Cc1cccs1)N(CC1CCCO1)C1(C(=O)NC2CCCCC2)CCCCC1 (stereo unspecified)
  -11.1, ., .
O=C(c1cccs1)C1C(c2ccc(Br)cc2)NC(=S)NC1(O)C(F)(F)F (stereo unspecified)
  -6.9, 0.55, 0.76
CC(C)(C#CCN1CCCC1)OCCC#N
  50.0, 1.16, 1.33
COc1ccc(/C=N/OCC(=O)Nc2nc3ccccc3s2)cc1OC
  ., 0.29, 0.26
COc1ccc(/C(C)=N\Nc2nc(-c3ccc(Cl)cc3)cc(C(F)(F)F)n2)cc1OC
  ., -0.27, 0.55
CCOC(=O)C1=C(C)NC(C)=C(C(=O)OC)C1c1cccc([N+](=O)[O-])c1 (stereo unspecified)
  33.3, -0.92, -0.88
NC1=NN(c2cccc(C(=O)O)c2)C(=O)C1
  ., 0.95, -0.06
O=C(Nc1ccc2c(c1)CCC2)C1CCCO1 (stereo unspecified)
  ?, 0.61, 0.66
Cn1nc(-c2ccccc2)c(CSc2cccc(Cl)c2)c1Cl
  -100.0, 0, 0.04
Cc1cc(C(F)(F)F)n(-c2ccc(N)cc2)n1
  35.7, ., .
COc1ccccc1Nc1nc(-c2cccs2)cs1
  ., -2.33, -1.44
COCCn1c(SCC(=O)c2cccc(OC)c2)nnc1-c1ccco1
  40.7, 1.31, 1.52
C=CCNC(=O)C1CC(=O)N(c2ccc(OCC(=O)Nc3cccc(OC)c3)cc2)C1 (stereo unspecified)
  9.3, 0.29, -0.88
COc1ccc(C)cc1NC(=O)C(Sc1nnc(-c2ccncc2)n1-c1ccc(Cl)cc1)c1ccccc1 (stereo unspecified)
  ., 0.38, 0.65
Cc1nnc(SCC(=O)Nc2ccccc2NC(=O)CSc2nnc(C)s2)s1
  30.8, 0.19, -0.18
CCC(=O)Nc1nc2ccc3nc(C)sc3c2s1
  ., -0.08, 0.11
CC(C)C1S/C(=N/N=C/c2ccco2)NC1=O (stereo unspecified)
  -43.3, 0.86, 1.28
O=C(CN1CCCCC1)N1c2ccccc2Oc2ccccc21
  8.3, 1.17, 0.8
O=C(Cc1ccccc1)N/N=C/c1ccc(OC(=O)/C=C\c2ccco2)cc1
  0.0, -0.35, 1.22
Cc1ccc(C(=O)N/N=C\c2ccc[nH]2)cn1
  -75.9, 0.22, 0.45
CNCCCNCc1ccc(SC)cc1
  16.2, 0.04, -0.42
CCc1c(C)sc(NC(=O)C2CCCCC2C(=O)O)c1C(N)=O (stereo unspecified)
  -258.3, -0.75, -0.15
O=S(=O)(NCCNS(=O)(=O)c1ccc(F)cc1)c1ccc(F)cc1
  23.9, -0.54, -0.85
O=C(Nc1ccc(S(=O)(=O)N2CCOCC2)cc1)c1ccc(Cl)s1
  ., -0.92, -0.4
CCS(=O)(=O)Nc1ccc(C(=O)c2ccccc2)cc1
  -31.2, -0.29, -1.19
CC12CCC(c3c(C(=O)O)nn(-c4ccccc4)c31)C2(C)C (stereo unspecified)
  ., 0.51, 0.01
CCn1c(SCC(=O)Nc2cc(NC(C)=O)ccc2OC)nnc1-c1ccncc1
  -60.0, 1.2, 0.09
CC1CCCCN1C/C=C/c1ccccc1[N+](=O)[O-] (stereo unspecified)
  ., -1.11, -1.51
COc1cccc(Nc2nnc(SCC(=O)N3CCOCC3)s2)c1
  ., 0.79, 0.63
CCOC(=O)C1=C(C)NC2=C(C(=O)C(C(=O)OCC)C(c3ccc(OC)cc3)C2)C1c1ccccn1 (stereo unspecified)
  -46.0, 0.2, -0.17
O=S(=O)(c1ccc2c(c1)OCCO2)N1CCN(c2nc3ccccc3s2)CC1
  ., -1.33, -0.67
CCn1c(=N)n(CC(O)c2ccccc2)c2ccccc21 (stereo unspecified)
  -37.9, 1.76, 1.75
COc1ccc(N2C(=O)CC(NC3CCCCNC3=O)C2=O)cc1 (stereo unspecified)
  60.0, 0.2, 0.27
Cc1cccc(C)c1NC(=O)CN(C)CC(=O)Nc1ccccc1Br
  -9.3, 0.51, 0.42
COc1cc(CNCc2cccnc2)ccc1OCc1ccccc1
  -54.5, ., .
O=C(Nc1c(C(=O)Nc2cccc3ccccc23)cnn1-c1ccccc1)c1ccco1
  10.5, 0.14, 0.37

New compounds follow
Below each SMILES – INS promoter inh, SDO1 yeast rescue, SDO1 yeast rescue Rescue 24 h
O=C1CCCC/C1=C\Nc1ccccc1C(=O)O
  ., 1.17, 0.87
COc1cc(/C=N/NC(N)=S)ccc1OCC(=O)N1CCOCC1
  ., 2.37, 2.33
CN(C)CC1CCCCC1C1(O)c2ccccc2CSc2sccc21 (stereo unspecified)
  -81.0, 0.12, -0.09
Cc1ccc(S(=O)(=O)/N=C/c2cc(Br)ccc2O)cc1
  17.6, ., .
COc1ccc(CN2CCCC(C(=O)N(C)Cc3ccccc3)C2)cc1OC (stereo unspecified)
  ., 0.01, -0.18
CCC1CCC/C1=N\NC(=O)c1cc(C)[nH]n1 (stereo unspecified)
  29.6, -0.14, -0.67
O=C(OC(C(=O)NCc1cccs1)c1ccccn1)c1cccs1 (stereo unspecified)
  43.5, 0.01, -0.51
N#Cc1ccccc1/C=N/Nc1nc(-c2ccccc2)c2cc(Cl)ccc2n1
  ., -1.04, -0.04
COCCCN1C(=O)C(O)=C(C(=O)c2ccc(C)o2)C1c1cccc(Br)c1 (stereo unspecified)
  20.0, 0.9, 0.63
C=CCn1c(N2CCOCC2)nc2c1c(=O)[nH]c(=O)n2C
  -62.5, ., .
Cc1cccc2nc(CSc3nc4[nH]ncc4c(=O)n3-c3ccccc3Cl)cc(=O)n12
  27.8, 0.52, -0.17
COC(=O)C(CC(C)C)NC(=O)c1cccs1 (stereo unspecified)
  11.1, ., .
CC(=O)c1c(C)oc2ccc(NS(=O)(=O)c3ccc(O)c(C(=O)O)c3)cc12
  0.3, 1.06, 1.39
O=C([C@H](O)c1ccccc1)N1CCC[C@H]1CO
  -30.8, 1.16, 0.2
CN(C)CCCN=Cc1c(O)n(Cc2ccccc2)c(=O)c2ccccc12
  7.7, 0.79, 1
CSc1cccc(NC(=O)CSc2ccc(Cl)cc2)c1
  40.0, -1.86, -1.24
COc1ccc(-c2cc(C(=O)Nc3ccc(Cl)cc3Cl)c3ccccc3n2)cc1OC
  23.1, 0.85, 1.6
CN(C)N=C1c2cc(S(=O)(=O)N3CCOCC3)ccc2-c2ccc(S(=O)(=O)N3CCOCC3)cc21
  ., 0.83, 0.67
O=c1cc(CO)oc(C(Nc2cccc([N+](=O)[O-])c2)c2ccccn2)c1O (stereo unspecified)
  36.6, -0.58, -0.84
Cc1nc2cc(C(=O)NCCN3CCOCC3)ccc2n1-c1ccc(F)cc1F
  ., 0.76, 0.45
CCN1CCN(Cc2ccc(NC(=O)Nc3ccc(OC)cc3)cc2)CC1
  10.0, -0.45, -0.98
Cc1ccc(SCCNC(=O)CN2C(=O)c3ccccc3S2(=O)=O)cc1
  ., -1.02, -0.51
O=C(Nc1nc(COc2ccccc2)cs1)c1ccccc1F
  -25.0, -2.04, -2.03
CN(C)S(=O)(=O)Nc1cc(F)cc(F)c1
  22.2, ., .
Cc1cccc(NC(=O)CSc2nc(N)cc(N)n2)c1
  4.0, 0.58, 0.12
O=C(NNc1cc(N2CCOCC2)nc(N2CCOCC2)n1)c1ccc(Cl)cc1Cl
  -34.5, 0.39, 0.06
Cc1cccc2[nH]c(-c3ccc(NC(=O)c4ccco4)cc3)nc12
  ., -0.78, 0.43
O=C(CSc1nc2c([nH]c3ccccc32)c(=O)n1-c1cccc(Cl)c1)N1CCOCC1
  ., 0.3, 2.53
CN(C)S(=O)(=O)c1ccc(C(=O)N2CCCC2c2nc3ccccc3s2)cc1 (stereo unspecified)
  -37.8, -0.31, -1.16
C/C(CC(=O)Nc1ccccn1)=N\NC(=O)C(=O)Nc1ccccc1C
  ., 0.28, -1.46
Cc1noc(/C=C/c2ccco2)c1S(=O)(=O)N1CCC(C(=O)N2CCc3ccccc3C2)CC1
  ., -1.21, -0.65
COc1ccc2cc3c(N)c(C(=O)NCc4ccco4)sc3nc2c1
  ., -2.2, -1.38
CCNC(=S)NCc1ccc2[nH]c(C)cc2c1
  7.3, -0.19, -0.67
CCCn1c(SCN2C(=O)c3ccccc3C2=O)nc2cc(Cl)ccc2c1=O
  16.7, -1.11, -0.76
Cc1nonc1NC(=O)CSc1nnc(-c2ccoc2C)n1CC(C)C
  ., 0.22, -0.24
O=C(NCc1nnc(SCC(=O)N2CCCC2)o1)c1c(F)cccc1Cl
  14.3, 0.82, -0.02
COC(=O)c1ccc(NC(=O)c2cccc(Cl)c2)o1
  -70.0, -0.87, -1.19
c1ccc(-c2ccc(OCCOCCn3cncn3)cc2)cc1
  -70.8, -1.34, -1.14
O=C(O)c1ccccc1Nc1ccc(OC(F)F)cc1
  -35.7, ., .
Cc1cc(C(=O)Nc2ccc3c(c2)OCCO3)co1
  ., 1.03, 1.02
c1cncc(CSc2ccc(-c3cccnc3)nn2)c1
  50.0, ., .

Sorted by the number under SDO1 yeast rescue (high to low): some entries from above.
SMILES | INS promoter inh | SDO1 yeast rescue | SDO1 yeast rescue Rescue 24 h
O=C1CCCC/C1=C\Nc1ccccc1C(=O)O | . | 1.17 | 0.87
COc1ccc(-c2cc(C(=O)Nc3ccc(Cl)cc3Cl)c3ccccc3n2)cc1OC | 23.1 | 0.85 | 1.6
Cc1cccc(NC(=O)CSc2nc(N)cc(N)n2)c1 | 4.0 | 0.58 | 0.12
CN(C)CC1CCCCC1C1(O)c2ccccc2CSc2sccc21 (stereo unspecified) | -81.0 | 0.12 | -0.09
COC(=O)[C@@]1(Cc2ccc(OC)cc2)[C@H]2c3cc(C(=O)N4CCCC4)n(Cc4ccc(OC)c(OC)c4)c3C[C@H]2CN1C(=O)c1ccccc1 | -10.0 | 0.07 | 0.03
CSc1cccc(NC(=O)CSc2ccc(Cl)cc2)c1 | 40.0 | -1.86 | -1.24
